Assay outcomes: PubChem BioAssay, several laboratories
Myeloid diff 2 – promotes myeloid progenitor differentiation; ER-HoxA9 myeloid progenitors, lysozyme-GFP differentiation, flow cytometry; hit rate 1% among 360,000; calls only at 10 µM;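 active means normalized GFP-positive differentiation at or above the plate's own cutoff, the solvent-only control mean plus 3 SD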;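 further: cells exposed to compound for four days before flow analysis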
KOR beta-arrestin-1 – KOR antagonists, beta-arrestin recruitment, cell-based, luminescence, uHTS (AID 1778); KOR beta-arrestin recruitment, luminescence, antagonist mode; higher % means a stronger effect; inhibition, % at 10 µM; hits with a dose series show IC50 in µM; hit rate 0.091% among 290,000; further: strong numbers were not always called active
NOD1 NF-kB reporter – inhibition of NOD1-driven NF-kB reporter – cell-based, luminescence, uHTS, primary screen (AID 1578); NOD1-driven NF-kB luciferase reporter cells, luminescence; higher % means a stronger effect; inhibition, % at 4 µM, or EC50 in µM where a hit was titrated; hit rate 1% among 290,000; in the data active means inhibition mostly above about 36%, no sharp cut-off; inactive means mostly below about 34%;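 further: HEK-293T reporter cells stimulated with the NOD1 agonist gamma-tri-DAP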
NOD2 inhibition – NOD2 signaling inhibitors, cell-based, luminescence, uHTS, HEK293 (AID 1566); HEK293 NOD2/NF-kB luciferase reporter, luminescence; higher % means a stronger effect; inhibition, % at 4 µM; hits with a dose series show EC50 in µM; hit rate 0.63% among 290,000; further: many of its hits are not listed in these tables
SIAH1 antagonists – Siah-1 peptide-binding antagonists, primary screen, biochemical, fluorescence polarization, rhodamine-plectin, uHTS (AID 1817); displacement, % at 20 µM, or IC50 in µM where a hit was titrated; Siah-1 / rhodamine-plectin peptide fluorescence polarization; higher % means a stronger effect; hit rate 0.02% among 290,000;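 active means displacement of at least 50% at 20 µM, with a fluorescence ratio check between 0.3 and a set limit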;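 further: plate controls were Siah plus tracer with DMSO for no effect and tracer alone without Siah for full effect; strong numbers were not always called active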
KOR beta-arrestin-2 – KOR agonists, beta-arrestin recruitment, primary screen, cell-based, luminescence, uHTS (AID 1777); KOR beta-arrestin recruitment, luminescence; higher % means a stronger effect; activation, % at 10 µM; hits with a dose series show EC50 in µM; hit rate 0.02% among 280,000; in the data active means activation above about 50%, passing the limit was not always enough; further: a part of the inactive calls stands beside numbers as strong as those of hits
HIV peptide binding – cell-free HIV fusion peptide-binding blockers – biochemical, uHTS, fluorescence dequenching, primary screen (AID 1986); cell-free peptide binding, fluorescence dequenching, 30 min; higher % means a stronger effect; inhibition, % at 20 µM, or IC50 in µM where a hit was titrated; hit rate 0.3% among 290,000; in the data active means inhibition mostly above about 52%, no sharp cut-off; inactive means mostly below about 76%; further: some results filed as inactive read as strong as hits
PhoP inhibition – inhibitors of PhoP regulon expression, primary screen, Salmonella Typhimurium, GFP reporter (AID 1863); S. Typhimurium PhoP-regulated promoter GFP reporter, 4 h; higher % means a stronger effect; inhibition, % at 50 µM, or IC50 in µM where a hit was titrated; hit rate 0.16% among 300,000;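 active means inhibition over 29.93%, a cutoff 3 SD above the screen mean, later confirmed by dose response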;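 further: 0% = low Mg2+ inducing control and 100% = high Mg2+ repressing control; strong numbers were not always called active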
LYP inhibition – PTPN22 lymphoid phosphatase activity blockers – biochemical, fluorescence intensity, uHTS (AID 1779); inhibition, % at 11.5 µM; hits with a dose series show IC50 in µM; recombinant LYP phosphatase, fluorescence intensity; higher % means a stronger effect; hit rate 0.054% among 290,000;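 further: plate controls were vehicle with enzyme for no effect and no enzyme for full effect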
Myeloid diff 2 GFP+ MAC1+ % – also measured in Myeloid diff 2; calls as there; GFP+ MAC1+ double positive, %; measured here: differentiation confirmed by MAC1 staining
Active calls of the source: *; i = inactive; . = not tested or not shown; & = joins results of further samples; [ ] = dose if it differs, or a comment. Unless noted, no stated cut-off is given here; in the data, active means inhibition above about 50%; inactive means the rest. These rows are one share of the data; the hit share may differ from the screen's.

Second line of a record: NOD2 inhibition	Myeloid diff 2	KOR beta-arrestin-1	Myeloid diff 2 GFP+ MAC1+ %	PhoP inhibition	SIAH1 antagonists	NOD1 NF-kB reporter	KOR beta-arrestin-2	LYP inhibition	HIV peptide binding
(1) CCC(C)n1c(O)c(C=NC(C)c2ccccc2)c(=O)[nH]c1=S (centres undefined)
 : -21%	i	18%	0.6	-4%	-1%	8%	4.7%	5%	-0.2%
(2) O=C1NC(=O)C(=Cc2cccc(OCCOc3ccccc3)c2)C(=O)N1
 : -88%	i	3%	0.3	3%	0%	10%	2.5%	-5%	0.5%
(3) CN(C)CC1CSCCC1(O)c1ccccc1Cl (centres undefined)
 : 2%	i	-24%	1.8	8%	9%	-43%	-0.6%	-3%	-0.6%
(4) O=C(Cc1ccccc1)N1CCN(C2CCCCCC2)CC1
 : 5%	i	-2%[20 µM]	0.1	-5%	4%	-21%	.	-9%	1.8%
(5) COc1cccc(CC(=O)N2CCN(Cc3cccc(Cl)c3)CC2)c1
 : -54%	i	-17%	1.0	-3%	4%	16%	3.4%	-7%	-2.1%
(6) CC(/C=C(\C)Nc1ccccc1)=Nc1ccccc1
 : -19%	i	-7%	0.1	3%	2%	3%	18%	-3%	0.0%
(7) OC1(CN2CCOCC2)C2CC3CC(C2)CC1C3 (centres undefined)
 : -8%	i	29%	1.2	-2%	1%	1%	0.2%	-10%	-1.6%
(8) COc1ccc(C(=O)CC2C(=O)N(C)C(=O)N(C)C2=O)cc1
 : 8%	i	36%	1.9	-6%	-5%	-13%	24%	-5%	-1.3%
(9) Cc1cc(C=C(C#N)C#N)ccc1N1CCCC1
 : 3%	i	19%[20 µM]	0.5	.	6%	-24%	-4.5%	0%	40%
(10) CC(C)C(=O)Nc1ccc(N2CCN(C)CC2)c(F)c1
 : -25%	i	-25%[20 µM]	1.0	8%	-3%	-21%	0.1%	-5%	0.7%
(11) Cc1ccccc1-n1c(O)c(/C=N/N2CCOCC2)c(=O)[nH]c1=S
 : -14%	i	4%	0.4	-9%	3%	-5%	1.4%	1%	1.8%
(12) CC(C)Cc1[nH]c(=O)c(C#N)c2c1CCC2
 : 7%	i	-17%	1.3	-1%	3%	-31%	-0.7%	4%	1.2%
(13) COc1cccc(N2C(=O)NC(=O)/C(=C/c3ccc4c5c(cccc35)CC4)C2=O)c1
 : 1%	.	-26%	.	-18%	-1%	17%	5.3%	-7%	14%
(14) CCn1c(C(=O)N2CCC(C(=O)N3CCC4(CC3)OCCO4)CC2)cc2sccc21
 : 25%	i	7%	1.0	-12%	-3%	-2%	-1.2%	-11%	-0.4%
(15) COc1ccccc1N1C(=O)NC(=O)C(CCc2ccncc2)(CCc2ccncc2)C1=O
 : 21%	i	2%	0.5	-1%	-1%	3%	-5.0%	-2%	0.9%

Just PhoP inhibition, HIV peptide binding and KOR beta-arrestin-2 (three entries from above):
#	compound	PhoP inhibition	HIV peptide binding	KOR beta-arrestin-2
9	Cc1cc(C=C(C#N)C#N)ccc1N1CCCC1	.	40%	-4.5%
14	CCn1c(C(=O)N2CCC(C(=O)N3CCC4(CC3)OCCO4)CC2)cc2sccc21	-12%	-0.4%	-1.2%
3	CN(C)CC1CSCCC1(O)c1ccccc1Cl (centres undefined)	8%	-0.6%	-0.6%

New compounds follow
Second line of a record: NOD2 inhibition	Myeloid diff 2	KOR beta-arrestin-1	Myeloid diff 2 GFP+ MAC1+ %	PhoP inhibition	SIAH1 antagonists	NOD1 NF-kB reporter	KOR beta-arrestin-2	LYP inhibition	HIV peptide binding
(16) CCC(CC)C(=O)NC1CCSC1=O (centres undefined)
 : 3%	i	7%	1.4	19%	3%	0%	0.0%	-6%	-1.3%
(17) O=C(Nc1ccncc1)c1cccn(Cc2ccccc2)c1=O
 : 33%	i	-9%	0.3	3%	3%	34%*	-2.0%	-8%	-1.9%
(18) Cn1c(O)c(/C=N/N2CCOCC2)c(=O)n(C)c1=S
 : 10%	i	-28%	1.2	-10%	-2%	-11%	7.7%	0%	1.2%
(19) CCC(C)n1c(O)c(C=NCCc2ccccc2)c(=O)[nH]c1=S (centres undefined)
 : -9%	i	30%	0.2	-4%	6%	-2%	-0.4%	4%	-1.9%
(20) CCCN(CCC)[C@@H]1CCc2cccc(O)c2C1
 : 14%	i	40%	2.8	1%	5%	-4%	-3.3%	2%	0.0%
(21) COc1ccc(Cn2c(O)c(/C=N/NC(=O)c3ccccc3O)c(=O)[nH]c2=O)cc1
 : -2%	i	5%	0.1	17%	-18%	0%	5.1%	0%	65%
(22) C=CCn1c(O)c(C(C)=NCCCO)c(=O)[nH]c1=O
 : 8%	i	-16%	0.7	28%	-1%	6%	-0.5%	-2%	-1.1%
(23) CCCCn1c(=O)c(C(=O)NCc2ccccc2)c(O)c2ccccc21
 : 13%	i	-17%	0.3	-2%	3%	-6%	10%	-4%	3.2%
(24) COc1cc2c(cc1O)CC1c3c(cc(O)c(OC)c3-2)CCN1C (centres undefined)
 : 14%&6%	i	19%&24%	2.4	-11%&1%	-3%&-3%	-4%&-10%	-4.0%	-8%&-7%	3.6%&-0.8%
(25) Cc1ccc(C)c(OCc2cc(C(=O)N3C[C@H]4C[C@@H](C3)c3cccc(=O)n3C4)no2)c1
 : 8%	i	-24%	1.9	-4%	1%	-12%	1.5%	2%	4.8%
(26) Oc1ccc(C[C@H]2NCCc3cc(O)c(O)cc32)cc1O
 : 22%	i	-10%	0.7	14%	-7%	-1%	-2.9%	-5%	-3.3%
(27) O=C(C(=O)N1CCOCC1)c1cn(Cc2c(F)cccc2Cl)c2ccccc12
 : -4%	i	9%	0.4	-5%	3%	-12%	2.1%	-1%	-0.8%
(28) Cc1nc(N2CCN(c3ccccn3)CC2)c2c(C)c(C(=O)N3CCN(c4ccc(F)cc4)CC3)sc2n1
 : 5.3µM*	i	-6%	4.2	2%	0%	6.1µM*	2.3%	9%	1.0%
(29) O=P(O)(Oc1ccccc1)OC(c1ccccc1)C(F)(F)C(F)(F)F (centres undefined)
 : -9%	i	10%	0.6	4%	2%	-34%	5.7%	3%	4.1%
(30) O=C(NC1(C(F)(F)F)Oc2ccc(Cl)cc2O1)N1CCC2(CC1)OCCO2 (centres undefined)
 : -8%	i	-15%	0.7	-6%	-2%	5%	-6.0%	-7%	7.1%
(31) OC(COCc1ccc(Cl)cc1)CN1CC=C(c2ccccc2)CC1 (centres undefined)
 : -6%	i	19%	1.3&0.7	16%	4%	-18%	3.0%	-1%	0.6%
(32) O=C(c1ccc(C(F)(F)F)cc1)C1CCCN(Cc2ccc(CO)o2)C1 (centres undefined)
 : 16%	i	-8%	0.2	-3%	2%	6%	5.3%	-6%	-1.3%
(33) Cc1nn(Cc2ccccc2)c(Cl)c1C(=O)O
 : 7%	i	-12%	0.2	-13%	15%	-19%	-6.9%	-5%	-1.1%
(34) Cc1cc(C)n2nc(SCC(=O)N3CCC4(CC3)OCCO4)nc2n1
 : -17%	i	9%	1.1	10%	3%	-20%	-2.3%	-8%	3.6%
(35) CC(C)OC(=O)Nc1ccc(N=C(N)N[N+](=O)[O-])cc1
 : 14%	i	3%	0.4	4%	-5%	-12%	1.4%	-3%	4.6%
(36) O=C1CC(=O)N(c2cccc(C(F)(F)F)c2)C(=O)N1
 : -21%	i	-31%	0.7	-3%	-4%	-12%	1.4%	-7%	6.3%
(37) O=C1NC(c2cc3ccccc3nc2Cl)Nc2ccccc21 (centres undefined)
 : 7%	i	-22%	2.3	-8%	10%	-4%	2.0%	-2%	1.1%
(38) CCN(CC)CCCN=C(C)c1c(O)n(C2CCCCC2)c(=O)[nH]c1=O
 : 6%	i	-44%	7.0	-3%	-1%	-7%	1.0%	1%	1.2%
(39) CC(C)NC(=O)c1ccc(N2CC3CC(C2)c2cccc(=O)n2C3)c([N+](=O)[O-])c1 (centres undefined)
 : 13%	i	31%	0.8	-4%	7%	-26%	-3.5%	-4%	0.2%
(40) O=C(O)C1C2c3ccccc3C(c3ccccc32)C1C(=O)Nc1ccccc1 (centres undefined)
 : -13%	i	5%	0.7	2%	1%	-33%	-1.8%	2%	4.1%
(41) COc1ccc(CN2CCCC(C(=O)c3cccc(Cl)c3)C2)cc1 (centres undefined)
 : -9%	i	-26%[20 µM]	0.0	0%	7%	-10%	-4.9%	-3%	-0.6%
(42) O=c1[nH]c(=O)n(Cc2ccc(F)cc2)c(O)c1C=NCC1CCCO1 (centres undefined)
 : -9%	i	-13%	2.8	-6%	-4%	-3%	4.4%	-2%	-0.7%
(43) O=[N+]([O-])c1cccc(NP(=O)(Oc2ccccc2)Oc2ccccc2)c1
 : -3%	i	1%	0.6	1%	4%	-10%	0.4%	-4%	-1.0%
(44) O=C(COc1ccc2ccc(=O)oc2c1)N1CCC(C(=O)O)(c2ccccc2)CC1
 : 8%	i	-3%[20 µM]	2.7	.	-1%	-17%	-1.4%	-3%	1.5%
(45) Cc1ccccc1C(=O)N1CCN(c2ccc(NC(=O)c3ccc4c(c3)OCCO4)cc2)CC1
 : 10µM*	i	2%	0.4	0%	-2%	4.6µM*	1.8%	-8%	-1.7%
(46) O=CC(Cl)P(=O)(N1CCOCC1)N1CCOCC1 (centres undefined)
 : 15%	i	5%	0.8	-8%	0%	4%	0.0%	-8%	0.5%
(47) O=C1NC(=O)C(=Cc2coc3ccc(O)cc3c2=O)C(=O)N1
 : -9%	i	-6%	0.6	-17%	-2%	-17%	5.4%	6%	17%
(48) CCCCCCN=C(C)c1c(O)n(Cc2ccccc2)c(=O)[nH]c1=O
 : 21%	i	-26%	1.2	2%	6%	14%	0.1%	-1%	0.3%
(49) CNCC(C)c1ccccc1 (centres undefined)
 : 5%	i	-12%[20 µM]	0.5	4%	-7%	-9%	-2.0%	-9%	-0.7%
(50) N#CC1=C(N)Oc2cc(O)ccc2C1c1ccc2c(c1)OCO2 (centres undefined)
 : 3%	i	-30%[20 µM]	0.1	4%	-3%	41%	.	-6%	12%
(51) CN(C)/C=C(\C=[N+](C)C)c1[nH]ncc1[N+](=O)[O-]
 : 11%	i	2%	0.1	-2%	-4%	-20%	6.4%	7%	-0.8%
(52) O=C(C1CC(c2ccc(F)cc2)=NO1)N1CCC2(CC1)OCCO2 (centres undefined)
 : -25%	i	-14%	0.6	8%	4%	-26%	-3.8%	-9%	-1.3%
(53) CN1CCCCC1c1ccc(-c2cccnc2)nc1 (centres undefined)
 : -3%	i	-29%	2.9	-4%	-2%	-8%	14%	-11%	0.8%
(54) C=Cn1ccnc1P(=S)(c1ccn(C)c1)c1nccn1C=C
 : -1%	i	-3%	1.9	-12%	1%	-17%	.	-3%	1.5%
(55) Clc1ccc(N2CCNCC2)nn1
 : 1%	i	-37%	0.4	2%	5%	-37%	-0.6%	0%	1.6%
(56) CC(=O)OC1(c2ccc(C)cc2)CN2CCC1c1ccccc12 (centres undefined)
 : 24%	i	-2%	0.7	6%	2%	10%	2.3%	-13%	-1.0%
(57) Cc1[nH]c2c(C(F)(F)F)cccc2c1CCN
 : -21%	i	-34%	1.3	-19%	0%	-4%	2.7%	-5%	0.3%
(58) Cc1cccc(CCNCc2cc3cccc(C)c3[nH]c2=O)c1
 : 5%	i	11%	0.1	13%	3%	31%	-1.5%	-6%	-0.8%
